eIF4E 4G PPI: inhibitors of eIF4E and eIF4G interaction in translation initiation. P63073+Q04637. 220,000 compounds, 0.37% hits. TR-FRET eIF4E-eIF4GI(517-606) binding, 2 h. inhibition, % at 21.7 µM;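 active = inhibition above about 30%, limit read from the data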;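 note: 0% = full FRET control wells and 100% = background wells lacking eIF4GI fragment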
Rad51 HR inh: Rad51 (human) homologous recombination inhibition; hRad51 DNA strand exchange, fluorescence dequenching; inhibition, % at 10 µM; 200,000 compounds, 0.085% hits;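 active = inhibition above 40% at the single screening dose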;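 note: 0% = DMSO control wells and 100% = blanks with heterologous ssDNA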
Target sequence (Q06609 whole entry, looked up): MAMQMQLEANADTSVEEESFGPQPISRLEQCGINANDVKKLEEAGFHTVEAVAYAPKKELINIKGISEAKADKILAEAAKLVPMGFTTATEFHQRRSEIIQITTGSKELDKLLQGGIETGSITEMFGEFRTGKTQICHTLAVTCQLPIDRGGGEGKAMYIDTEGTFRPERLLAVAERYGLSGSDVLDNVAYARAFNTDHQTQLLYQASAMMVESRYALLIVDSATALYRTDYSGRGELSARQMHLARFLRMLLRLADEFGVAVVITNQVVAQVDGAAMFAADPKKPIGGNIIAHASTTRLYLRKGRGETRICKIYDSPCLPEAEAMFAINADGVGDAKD
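Material: human Rad51–ssDNA filaments; Probe or stimulus: labelled 47-mer dsDNA for strand exchange; Doses: single 10 µM dose; Incubation: 37 °C 15-min filament assembly, 30-min compound preincubation, 15-min exchange; Technique: FRET fluorescence dequenching, excitation 485 nm, emission 520 nm; Measure: Fluorescence-based percent inhibition, control- and blank-normalised; Benchmarks: plate control and blank wells.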
EP2 mod: modulators of human EP2 prostaglandin E2 receptor. P43116. EP2-expressing cells, cAMP HTRF FRET, PGE2 co-stimulation. induction, % at 25 µM. 260,000 compounds, 0.83% hits. AID 940;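 active = compounds whose cAMP rise, as percent of the full-agonist control response, exceeds 60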;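 note: rat C6 glioma line stably carrying human EP2 under a CMV promoter; the protocol text gives 20 µM as final concentration; 100% = response of wells given 1 µM PGE2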
14-3-3 Bad inh: disrupts binding of bovine 14-3-3 zeta to phospho-Bad peptide; P63103; AID 781; 220,000 compounds, 0.71% hits; TR-FRET 14-3-3zeta/Dy647-pBad peptide displacement, 1 h; inhibition, % at 21.7 µM;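 active = inhibition above about 70%, limit read from the data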;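 note: 0% = full 14-3-3 plus peptide FRET controls and 100% = background without 14-3-3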
Target sequence (P63103 whole entry, looked up): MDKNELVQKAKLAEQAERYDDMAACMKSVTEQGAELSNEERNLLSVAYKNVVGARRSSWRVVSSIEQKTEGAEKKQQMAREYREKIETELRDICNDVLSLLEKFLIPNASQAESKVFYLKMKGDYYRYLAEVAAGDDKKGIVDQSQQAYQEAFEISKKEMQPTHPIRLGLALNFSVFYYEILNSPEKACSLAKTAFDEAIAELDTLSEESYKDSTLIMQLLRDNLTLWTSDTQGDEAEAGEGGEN
EP2 antag: inhibitors of human EP2 prostaglandin E2 receptor; P43116; C6 glioma cells expressing human EP2, cAMP TR-FRET; cells stimulated with saturating PGE2; AID 1422; 260,000 compounds, 0.52% hits; inhibition, % at 25 µM;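 active = percent inhibition above 40 after rounding to a whole number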;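 note: rat C6 glioma host cells with rolipram phosphodiesterase inhibitor present; the protocol text gives 20 µM as final concentration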
zVAD death inh: blocks zVAD induced death of L929 cells | L929 zVAD necroptosis rescue, ATP luminescence, 24 h; with zVAD 60 µM | viability rescue, % at 10 µM | 220,000 compounds, 0.38% hits;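 active = activation, scaled between plate controls, above about 75%, limit read from the data; inactive = activation under that limit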;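 note: 0% = zVAD with DMSO and 100% = DMSO alone without zVAD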
TbHK1 inh: T. brucei hexokinase 1 inhibition. recombinant TbHK1, G6PDH-coupled NADH A340. inhibition, % at 10 µM. 220,000 compounds, 0.11% hits;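 active = inhibition of 50% or more in the single-dose primary screen; inactive = inhibition below 50%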
m-calpain inh: inhibitors of pig calpain II | purified calpain II, fluorogenic peptide substrate, 30 min | inhibition, % at 16 µM | 220,000 compounds, 0.37% hits;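 active = inhibition above about 50%, limit read from the data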
Hck Nef HTS: blocks Nef-activated human Hck kinase | 220,000 compounds, 0.68% hits | Recombinant Hck-YEEI plus Nef, Z-Lyte FRET kinase assay | inhibition, % at 20 µM | AID 463187;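 active = Hck-Nef kinase inhibition above about 50%, limit read from the data; inactive = inhibition below that limit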;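 note: 0% = DMSO with Hck plus Nef and 100% = Hck alone without Nef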
Target sequence (P08631 whole entry, looked up): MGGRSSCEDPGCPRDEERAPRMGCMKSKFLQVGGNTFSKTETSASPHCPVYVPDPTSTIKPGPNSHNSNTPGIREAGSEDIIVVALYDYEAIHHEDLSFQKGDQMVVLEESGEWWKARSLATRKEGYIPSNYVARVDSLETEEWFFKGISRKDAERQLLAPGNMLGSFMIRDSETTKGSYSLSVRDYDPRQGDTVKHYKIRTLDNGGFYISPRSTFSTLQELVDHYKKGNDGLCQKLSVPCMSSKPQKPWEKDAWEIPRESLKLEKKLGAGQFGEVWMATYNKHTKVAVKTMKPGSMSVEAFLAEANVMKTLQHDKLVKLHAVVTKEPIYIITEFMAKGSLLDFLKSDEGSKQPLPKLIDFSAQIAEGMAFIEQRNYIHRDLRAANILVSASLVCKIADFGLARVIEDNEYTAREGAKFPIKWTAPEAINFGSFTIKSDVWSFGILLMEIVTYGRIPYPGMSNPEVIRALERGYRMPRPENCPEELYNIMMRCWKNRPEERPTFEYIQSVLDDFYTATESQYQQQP
Active calls of the source: *; / = not tested or not shown; & = joins results of further samples; [ ] = another dose, or the depositor's remark. These rows are one share of the data, so the mix of outcomes need not match the whole.

The line under a structure holds: eIF4E 4G PPI | Rad51 HR inh | EP2 mod | 14-3-3 Bad inh | EP2 antag | zVAD death inh | TbHK1 inh | m-calpain inh | Hck Nef HTS
COC(=O)C1=Nc2ccccc2/C1=C\c1c(O)n(-c2ccc(OC)cc2)c(=O)[nH]c1=O
    3 | 6 | -26 | 27 | 9 | 0.2 | -17 | -21 | 3
Clc1ccc(OCC#CCN2CCCCCC2)cc1
    1 | / | 31 | 22 | 6 | -0.1 | 1 | -1 | 3
CC(ON1CC1(C(F)(F)F)C(F)(F)F)(C(N)=O)C(N)=O (stereo not drawn)
    2[fluorescence artefact?] | -2 | 13 | -3 | 4 | -0.2 | 2 | 16 | 0
COc1cccc(CCNCc2cccc(C(F)(F)F)c2)c1
    4 | 3 | 26 | 45 | 4 | 0.3 | 9 | 42 | -5
CCN(CCNc1ccc([N+](=O)[O-])c2cccnc12)S(=O)(=O)c1ccc(Cl)cc1
    -15 | 0 | -23 | 1 | 11 | -0.2 | 1 | -1 | 0
C[C@H]1CCCC(=O)CCC/C=C/c2cc(O)cc(O)c2C(=O)O1
    1 | -3 | 6&17 | -4 | 17&14 | -0.6 | -2 | 34 | -1
O=C(Nc1cccc(Cl)c1)OC1CN2CCC1CC2 (stereo not drawn)
    9 | 8 | -42 | 4 | 8 | 1.4 | -1 | 25 | -2
COc1cccc(N2CCN(Cc3ccc(Cl)cc3)CC2)c1
    -1 | -3 | 19 | 34[fluorescence artefact?] | 4 | 0.1 | 0 | 6 | -1
CC1(C)CN=C(NCc2ccccc2Cl)S1
    -9[fluorescence artefact?] | -1 | 3 | -6[fluorescence artefact?] | 12 | 2.2 | -3 | 2 | -1
O=P1(NC2CCCC2)COc2ccccc2OC1
    -6 | 5 | 3 | 8 | 3 | 0.8 | 3 | 4 | 1

Other structures
The line under a structure holds: eIF4E 4G PPI | Rad51 HR inh | EP2 mod | 14-3-3 Bad inh | EP2 antag | zVAD death inh | TbHK1 inh | m-calpain inh | Hck Nef HTS
O=C(Cn1ncc2c3ccccc3n(Cc3ccccc3F)c2c1=O)N1CCC2(CC1)OCCO2
    2 | -2 | 17 | -6 | 10 | -0.9 | -2 | -70 | 2
CN1CCC(OC(=O)C2c3ccccc3Oc3ccccc32)CC1
    8 | 0 | 8 | 34 | 19 | -1.0 | 0 | -27 | -20
CC(C)C[C@H](NC(=O)[C@@H]1CCCN1C(=O)[C@@H](N)Cc1ccc(O)cc1)C(=O)NCC(N)=O
    6 | -2 | 26 | 4 | 12 | 1.5 | 3 | 17 | 1
CN1CCN(C(=O)Cc2ccccc2)CC1
    2 | / | 39 | 14 | 2 | 0.3 | -10 | -2 | 23
O=c1[nH]c(=O)n(C2CCCCCC2)c(O)c1C=NCC1CCCO1 (stereo not drawn)
    0 | -5 | 25 | 3 | 11 | 0.6 | -2 | 18 | 2
O=C1NC(=O)C(=Cc2cc([N+](=O)[O-])ccc2N2CCCCC2)C(=O)N1
    4 | 6 | 5 | -1 | 8 | 1.7 | -4 | 12 | -22
COc1ccc(F)cc1C(=O)C1CCCN(Cc2cnc(C)s2)C1 (stereo not drawn)
    3 | 2 | -6 | -6 | 1 | -0.5 | -12 | -23 | 15
COc1cccc(C2CC3C(=O)C=CC2N3Cc2ccccc2)c1 (stereo not drawn)
    7[fluorescence artefact?] | -3 | -5 | -8 | 3 | -2.0 | -3 | -15 | 0
O=C(c1ccc(CS(=O)(=O)c2ccccc2)o1)N1CCC2(CC1)OCCO2
    -4 | -7 | 11 | 3 | 8 | -0.1 | 0 | 20 | 1
CN1C2CCC1CC(OC(=O)c1ccc([N+](=O)[O-])cc1)C2 (stereo not drawn)
    6 | 9 | -14 | -27[fluorescence artefact?] | 13 | 1.1 | 28 | -5 | 2

Following part:
The line under a structure holds: eIF4E 4G PPI | Rad51 HR inh | EP2 mod | 14-3-3 Bad inh | EP2 antag | zVAD death inh | TbHK1 inh | m-calpain inh | Hck Nef HTS
CCCCn1c(=O)c(C(=O)NCc2ccncc2)c(O)c2ccccc21
    -6 | 4 | 63* | -6 | 17 | 0.0 | 0 | 14 | 1
COc1ccc(C(C)=O)cc1CC(C(=O)c1ccc(Br)cc1)N(C)C (stereo not drawn)
    5 | / | -3 | 11 | 0 | -0.6 | 1 | -3 | -1
COc1ccc(-n2c(C)cc(C(=O)C[N+]34CCN(CC3)CC4)c2C)cc1
    3 | 9 | -4 | 17 | 9 | 0.1 | -5 | -10 | 5
CC1(C)C2([N+](=O)[O-])CN3CC1([N+](=O)[O-])CN(C2)C3c1ccccn1 (stereo not drawn)
    -2 | / | 9 | -5 | 8 | -0.8 | -7 | -25 | 24
Cc1[nH]c2ccccc2c1C(=O)C(=O)N1CCC2(CC1)OCCO2
    -7 | 5 | -23 | -10 | 7 | 1.7 | -3 | 3 | -8
Cc1cccc(N2CCN(CCc3ccccc3)CC2)c1C
    1[fluorescence artefact?] | / | -26 | 63[fluorescence artefact?] | / | 0.2 | -3 | 18 | 0
COc1ccc(P2(=O)Nc3ccccc3N2)cc1
    4 | 2 | -1 | 47 | 21 | 3.4 | -6 | -4 | 0
CCN1CCN(c2ccc([N+](=O)[O-])cc2C#N)CC1
    2 | -3 | -6 | -13 | 3 | 0.1 | -14 | -34 | 24
C=CCn1c(O)c(/C(C)=N/N2CCN(C)CC2)c(=O)[nH]c1=O
    -13 | 19 | 34 | 4 | 6 | 0.3 | -4 | -14 | 24
O=C(N/N=C/c1c(O)n(CCc2ccccc2)c(=O)[nH]c1=O)c1ccncc1
    2 | -5 | 2 | -6 | 6 | -0.4 | -13 | 2 | 6

A few values from the entries so far:
COc1ccc(C(C)=O)cc1CC(C(=O)c1ccc(Br)cc1)N(C)C (stereo not drawn) in m-calpain inh is entered as -3
CCCCn1c(=O)c(C(=O)NCc2ccncc2)c(O)c2ccccc21 in m-calpain inh is entered as 14

Further records follow:
The line under a structure holds: eIF4E 4G PPI | Rad51 HR inh | EP2 mod | 14-3-3 Bad inh | EP2 antag | zVAD death inh | TbHK1 inh | m-calpain inh | Hck Nef HTS
O=P(/C(=N/O)N1CCOCC1)(N1CCOCC1)N1CCOCC1
    -3 | -1 | 11 | -6 | 19 | 0.3 | 1 | -34 | 3
S=C=Nc1ccccn1
    1 | 3 | 19 | -14 | 3 | 0.3 | 0 | -29 | 20
CN(C)CCN=Cc1c(O)n(C2CCCCCC2)c(=O)[nH]c1=O
    2 | 2 | 20 | 2[fluorescence artefact?] | 12 | 0.0 | 2 | -10 | 2
COc1cc2c(cc1O)C[C@H]1NCCc3cc4c(c-2c31)OCO4
    5 | 8 | 5 | 0 | 14 | 62 | -2 | -189 | 8
CC(C)N1CCC2(CC1)NC(CO)(CO)CO2
    2 | -6 | 16 | 5 | 2 | -0.2 | 2 | -12 | 1
COC1=CC(=O)OC(/C=C/c2ccccc2)C1 (stereo not drawn)
    1 | 7 | 30 | -6 | 12 | 2.3 | 6 | 17 | 0
C/C(=N\N1CCCCCC1)c1c(O)n(-c2ccccc2C)c(=O)[nH]c1=O
    1 | / | -6 | -4 | 6 | -0.1 | -2 | 10 | -5
COC(=O)c1nc(-c2ccc3c(n2)C(=O)C(N)=C(OC)C3=O)c(N)c(-c2ccc(OC)c(OC)c2O)c1C
    -3 | 0 | -65 | 1 | 21 | 16 | -8 | -20 | 17
CCC(=NCc1ccco1)c1c(O)n(-c2ccccc2)c(=O)[nH]c1=O
    3 | 4 | 19 | -3 | 14 | 0.0 | 6 | 23 | 1
Cc1ccccc1-n1c(O)c(C=Nc2ccc3c(c2)OCO3)c(=O)[nH]c1=O
    5 | 4 | -34 | -15 | 8 | 1.0 | -5 | 13 | 6

The results go on:
The line under a structure holds: eIF4E 4G PPI | Rad51 HR inh | EP2 mod | 14-3-3 Bad inh | EP2 antag | zVAD death inh | TbHK1 inh | m-calpain inh | Hck Nef HTS
COc1ccc(-n2c(O)c(/C(C)=N/Nc3ccccc3)c(=O)[nH]c2=O)cc1
    -2 | 21 | -9 | -4 | -1 | -0.1 | -12 | 12 | -3
CCc1ccc(-n2c(O)c(/C=N/NC(=O)c3ccncc3)c(=O)[nH]c2=O)cc1
    -3[fluorescence artefact?] | -10 | -1 | 12 | 8 | 0.7 | -27 | -16 | 8
COc1cccc(CN2CCCC(C(=O)c3ccccc3SC)C2)c1O (stereo not drawn)
    0 | 15 | -25 | -1 | 9 | -0.2 | -13 | 3 | 13
CCCC(C)C1C(C#N)=C(N)Oc2c1c(=O)oc1ccccc21 (stereo not drawn)
    1 | -5 | -22 | -14 | 15 | -0.6 | -2 | 8 | -2
CCC(=NCc1ccco1)c1c(O)n(-c2ccc(C)cc2)c(=O)[nH]c1=O
    1 | -5 | 14 | -16[fluorescence artefact?] | 5 | 0.0 | 0 | -5 | 1
Cc1cccc(C)c1NC1=NCCCS1
    -2 | -2 | -2&-26&9 | 1 | 10&11&12 | 0.0 | 0 | -12 | 3
CCCSP1(=S)NCCCO1 (stereo not drawn)
    -2 | 7 | 3 | 1 | -1 | 0.6 | -5 | -13 | 3
Cc1cc(C)nc(N2Cc3ccccc3C2=N)n1
    -4 | -3 | -29 | -22 | 4 | 0.3 | 4 | -35 | 18
Cc1cc(/C=C2\C(=O)NC(=O)N(c3cccc(Br)c3)C2=O)c(C)n1C
    0 | -45 | -22 | -22 | 6 | 0.1 | 29 | -35 | 5
Cc1cccc2c1N(N=O)CCC2
    0 | / | -2 | -4 | 9 | 1.2 | 23 | -11 | 3

Later entries.
The line under a structure holds: eIF4E 4G PPI | Rad51 HR inh | EP2 mod | 14-3-3 Bad inh | EP2 antag | zVAD death inh | TbHK1 inh | m-calpain inh | Hck Nef HTS
CCN(CC)CC(O)c1ccc(C2CCCC2)cc1 (stereo not drawn)
    0 | 18 | -4 | 0[fluorescence artefact?] | 11 | 0.3 | 1 | -16 | 2
COc1ccc(CCNCc2ccc(SC)cc2)cc1
    -4 | 8 | 46 | -1 | 8 | 0.1 | 5 | -8 | 0
CN1CCN(CCC(C#N)(c2ccccc2)c2ccccc2)CC1
    4[fluorescence artefact?] | -4 | 8 | 50[fluorescence artefact?] | 23 | -0.2 | 5 | -9 | 3
COc1ccccc1OP(=O)(Nc1cccnc1)Oc1ccccc1OC
    -2 | -1 | -2 | 0 | 8 | 1.7 | 6 | 17 | 0
Cc1ccc(-c2nn(Cc3ccccc3)cc2C=O)cc1C
    -2 | 2 | 25 | -17 | 5 | 1.2 | 29 | 11 | 4
Cn1c(C(=O)O)c(CC(=O)N2CCN(Cc3ccccc3)CC2)c2ccccc21
    -3[fluorescence artefact?] | -5 | 21 | 13 | 9 | 0.1 | -12 | -7 | -1
CN1C(=O)C(=Cc2ccc(N3CCOCC3)o2)C(=O)N(C)C1=S
    3 | -160 | -43 | -7 | 5 | 0.8 | 6 | 19 | 18
O=C(O)C(Cc1cnc[nH]1)NS(=O)(=O)c1ccc(Cl)cc1 (stereo not drawn)
    -4 | 0 | 17 | -3[fluorescence artefact?] | 4 | 0.8 | 38 | 0 | 1
CC(=O)C1C2c3ccccc3O[C@@]1(C)N=c1s/c(=C/c3ccoc3)c(=O)n12 (stereo partly drawn)
    6 | / | 4 | -6 | 5 | 0.1 | -23 | 11 | 6
O=C(O)CCn1cc(C=C2C(=O)NC(=S)NC2=O)c(-c2ccccc2)n1
    8 | / | 41 | 29 | 13 | 0.0 | -3 | -31 | 90*
CC(=NCC1CCCO1)c1c(O)n(-c2ccc(Cl)cc2)c(=O)[nH]c1=O (stereo not drawn)
    1 | 0 | 10 | 1 | 8 | 0.0 | 8 | -22 | 3
CN1CCN(c2cc(N3CCNCC3)ccc2[N+](=O)[O-])CC1
    -1 | 7 | -4 | -25[fluorescence artefact?] | 7 | 2.4 | 8 | 2 | 3

From PubChem BioAssay
